Assay outcomes: PubChem, several laboratories
human PMI inhibitors = MPI inhibition at elevated mannose 6-phosphate – biochemical, fluorescence intensity, high mannose 6-phosphate, primary screen (AID 1220); 0.66% of 190,000 active; recombinant PMI enzyme, coupled fluorescence intensity; higher % means a stronger effect; one-dose inhibition, % at 20 µM; IC50 in µM for titrated hits
XIAP antagonists = XIAP antagonists, biochemical, IAP family, fluorescence polarization (AID 1018) | 0.007% of 200,000 active | one-dose displacement, % at 20 µM; IC50 in µM for titrated hits | XIAP BIR domain, fluorescence polarization peptide displacement; higher % means a stronger effect; in the data active means displacement above about 50%; further: a part of the inactive calls stands beside numbers as strong as those of hits
WT yeast gro inh = growth inhibition of WT yeast, mitochondrial fusion screen; mitochondrial fusion phenotypic screen, WT strain; inhibition, % at 10 µM; 2.1% of 190,000 active; AID 1362; in the data active means inhibition above about 58%; tested in S. cerevisiae
Salmonella PhoP GFP = inhibitors of PhoP regulon expression, primary screen, Salmonella Typhimurium, GFP reporter (AID 1863); S. Typhimurium PhoP-regulated promoter GFP reporter, 4 h; higher % means a stronger effect; one-dose inhibition, % at 50 µM; IC50 in µM for titrated hits; 0.16% of 300,000 active;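 active means inhibition over 29.93%, a cutoff 3 SD above the screen mean, later confirmed by dose response; inconclusive means inhibition over 29.93% but no dose response follow-up; inactive means inhibition at most 29.93% or unconfirmed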;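 further: 0% = low Mg2+ inducing control and 100% = high Mg2+ repressing control; strong numbers were not always called active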
RSV antiviral HEp-2 = RSV antiviral activity via CPE protection, HEp-2 cells, primary 10 µM value included (AID 2391) | HEp-2 cells, RSV-induced CPE inhibition; higher % means a stronger effect | CPE inhibition, % at 10 µM; hits with a dose series show IC50 in µM | 0.13% of 310,000 active; in the data active means a potency from the dose series; inconclusive means CPE inhibition mostly from about 23% at the one dose, without a potency; inactive means the rest, 99 in 100 with CPE inhibition below about 21%; further: strong numbers were not always called active
human PMI inhibition = inhibitors of human PMI, primary screen, biochemical, fluorescence intensity, coupled assay (AID 1209) | purified PMI enzyme, coupled fluorescence intensity; higher % means a stronger effect | one-dose inhibition, % at 20 µM; IC50 in µM for titrated hits | 0.42% of 190,000 active;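 further: plate controls were DMSO vehicle for no effect and wells lacking substrate for full effect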
SIAH1 antagonists = blockers of Siah-1 interaction with plectin peptide – biochemical, fluorescence polarization, rhodamine-plectin, uHTS, primary screen (AID 1817) | Siah-1 / rhodamine-plectin peptide fluorescence polarization; higher % means a stronger effect | displacement, % at 20 µM; hits with a dose series show IC50 in µM | 0.02% of 290,000 active;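 active means displacement of at least 50% at 20 µM, with a fluorescence ratio check between 0.3 and a set limit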;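 further: plate controls were Siah plus tracer with DMSO for no effect and tracer alone without Siah for full effect; strong numbers were not always called active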
TNAP activators = stimulation of alkaline phosphatase TNAP activity – biochemical, luminescent, no phosphate acceptor, uHTS, primary screen (AID 1001); activation fold at 20 µM; hits with a dose series show EC50 in µM; purified TNAP, luminescent activation assay, no phosphate acceptor; higher activation fold means a stronger effect; 0.03% of 200,000 active; in the data active means activation fold from about 3, or a potency from the dose series; inactive means the rest, 99 in 100 with activation fold below about 1.6; further: many of its hits are not listed in these tables
Myeloid diff 2 = promotes myeloid progenitor differentiation; calls only at 10 µM; ER-HoxA9 myeloid progenitors, lysozyme-GFP differentiation, flow cytometry; 1% of 360,000 active;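 active means normalized GFP-positive differentiation at or above the plate's own cutoff, the solvent-only control mean plus 3 SD; inconclusive means no clear call, values can overlap the other calls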;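 further: cells exposed to compound for four days before flow analysis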
WT yeast gro inh mutant strain = further read-out of WT yeast gro inh, marked with its call; inhibition, %; mitochondrial fusion phenotypic screen, mutant strain inhibition
Myeloid diff 2 GFP+ MAC1+ % = further read-out of Myeloid diff 2, marked with its call; GFP+ MAC1+ double positive, %; measured here: differentiation confirmed by MAC1 staining
Active calls of the source: *; i = inactive; u = inconclusive; x = no result given. Unless noted, no stated cut-off is given here; in the data, active means inhibition above about 50%; inactive means the rest. Rows are unselected, and some 3.1% of all compounds hit somewhere here.

Screens in order: TNAP activators, SIAH1 antagonists, Myeloid diff 2 GFP+ MAC1+ %, human PMI inhibitors, Salmonella PhoP GFP, human PMI inhibition, RSV antiviral HEp-2, WT yeast gro inh mutant strain, WT yeast gro inh, XIAP antagonists, Myeloid diff 2
CCSc1nnc(NC(=O)CC)s1
  1.1, 2%, 1.9, 2%, -1%, 0%, 0.6%, -2, 12, -0.5%, i
COc1ccc(N2C(=O)C3CCCN3C2c2cccc(C)c2)cc1Cl (stereo not given)
  1.1, -1%, 0.5, 9%, 31%, 11%, -1.6%, 6, -6, -9.1%, i
COc1cccc(NC(=O)CN(C)C(=O)CCc2nc3sc4c(c3c(=O)[nH]2)CCCC4)c1
  x, 24%, 0.5, x, -4%, x, 6.8%, x, x, x, i
O=C(COC(=O)c1ccc(NC(=O)C2CC=CCC2C(=O)O)cc1)c1ccccc1 (stereo not given)
  x, -6%, 0.4, x, 9%, x, 0.4%, x, x, x, i
CC1(C)CNC(=O)CC(C)(C)N1O
  1.1, 2%, 2.0, 7%, -2%, 9%, 1.6%, -4, -3, 1.9%, i
COc1ccc(-c2cc(C(=O)Nc3cccc(C(C)=O)c3)no2)cc1
  1.1, 0%, 6.9, -4%, -6%, -2%, 0.7%, 14, 12, -2.7%, i
CCOC(=O)c1[nH]cc(-c2ccccc2)c1N1CCOCC1
  1.1, 1%, 1.1, 16%, -10%, 40%, 2.5%, -10, -11, -7.6%, i
CN(c1ccccc1)S(=O)(=O)c1cccc(NC(=O)C2CC(=O)N(Cc3ccccc3)C2)c1 (stereo not given)
  x, 2%, 0.4, x, -7%, x, 12%, x, x, x, i
O=C1CN(S(=O)(=O)c2cc(C(=O)O)ccc2Cl)c2ccccc2N1
  x, 3%, 1.4, x, 7%, x, 1.6%, x, x, x, i
COc1ccc(NC(=O)CCC(=O)NCc2ccco2)c([N+](=O)[O-])c1
  x, -4%, 0.2, x, -3%, x, 1.1%, x, x, x, i
COc1ccc(-c2csc(NC(=O)c3ccccc3NS(=O)(=O)c3ccc(C)cc3)n2)cc1
  1.1, 9%, 0.4, -5%, -2%, 13%, 11%, 13, 11, -1.7%, i
COc1ccc(/C=C2\N=C(c3c(-c4ccccc4)noc3C)OC2=O)cc1OC
  1, -1%, 0.5, 3%, 2%, 12%, 2.1%, 6, -13, -0.4%, i
Cc1cc(-c2nnc(SCC(=O)Nc3ccccn3)o2)no1
  1.3, 14%, 2.4, 0%, 13%, 1%, 1.4%, -12, 4, -1.8%, i
CCn1c(SCC(=O)Nc2nc3ccc(OC)cc3s2)nc2c1c(=O)n(C)c(=O)n2C
  1.1, -1%, 0.5, 2%, -2%, 4%, 8.1%, 28, 29, -6.2%, i
COc1ccccc1Oc1nc([N+](=O)[O-])nn1CC(N)=O
  1, -1%, 0.4, -8%, -6%, -10%, -0.7%, 7, 10, -1.9%, i
C=CCn1c(=N)c(C#N)cc2c(=O)n3ccccc3nc21
  1.1, -3%, 0.8, -8%, 7%, -4%, 1.4%, -5, 9, -0.5%, i
Cc1cccc(OCC(=O)Nc2ccc(N3CCN(C(=O)c4ccco4)CC3)cc2)c1C
  1, 7%, 0.6, 2%, 3%, 5%, 4.9%, -2, 18, -3.7%, i
NNC(=O)C(Cc1ccccc1)NC(=O)OCc1ccccc1 (stereo not given)
  1, -2%, 0.4, -12%, 8%, -7%, 0.9%, -6, -3, -6.7%, i
Cc1nc2ccc(-c3nc4ccc(N)cc4[nH]3)cc2[nH]1
  1.1, 1%, 0.4, 18%, x, 10%, -1.5%, 6, 9, -4.8%, i
COc1cc(CN2CCN(CCCc3ccccc3)C(CCO)C2)cc(OC)c1O (stereo not given)
  x, 0%, 0.3, x, 5%, x, 0.0%, x, x, x, i
CN(c1cccc(NC(=O)COc2ccc(Cl)cc2Cl)c1)S(C)(=O)=O
  1, 4%, 3.1, -2%, 3%, 0%, 1.0%, 1, -12, -0.8%, i
Cc1cccc(N(CC(=O)NCCSCc2ccccc2)S(C)(=O)=O)c1
  1.1, -1%, 0.2, -4%, 4%, 2%, -0.4%, 7, 18, -2.7%, i
COC(=O)CSc1nn(-c2ccc(F)cc2)c(=S)s1
  1, -5%, 0.6, -1%, 6%, 0%, 0.3%, -12, 2, -4.9%, i
Cc1cccc(NC(=O)CSc2cc(C)c(C#N)c3nc4ccccc4n23)c1
  x, -12%, 0.7, x, -12%, x, -0.5%, x, x, x, i
CCCc1c(O)nc(SCc2ccccc2)[nH]c1=O
  1.1, 2%, 0.5, 0%, -12%, 4%, 3.2%, -6, 12, -0.1%, i
CCn1c(=O)c(C(=O)CN2CCOCC2)c(N)n(Cc2ccccc2)c1=O
  1.2, 1%, 0.5, -2%, 6%, -4%, 0.3%, 17, 11, -0.1%, i
CC(NC(=O)COC(=O)Cc1ccc(-c2ccccc2)cc1)c1ccccc1 (stereo not given)
  1.1, 7%, 0.2, 5%, 24%, 8%, 4.2%, -34, -3, -3.1%, i
CCCCC1=CC2=C(c3ccco3)C(=O)C(C)(OC(=O)c3ccc(OC)cc3)C(=O)C2=CN1c1ccc(OC)cc1 (stereo not given)
  x, 0%, 0.8, x, -2%, x, 2.1%, x, x, x, i
CC(C)CC1CCCCC1OC(=O)C[N+]1(C)CCCCC1 (stereo not given)
  1, -7%, 0.0, -17%, -3%, 7%, 0.1%, -22, -4, -9.8%, i
COc1ccc(-n2c(SCC(=O)Nc3nccs3)nc3c(c2=O)SC(C)C3)cc1 (stereo not given)
  1.1, 0%, 3.1, 16%, -3%, 13%, 1.6%, 3, 7, -3.1%, i
Cc1cccc(NC(=O)NNC(=O)CCc2ccccc2)c1
  x, -3%, 0.4, x, -5%, x, 0.3%, x, x, x, i
Nc1nc(NCCc2ccccc2)nc(NCCO)c1[N+](=O)[O-]
  x, 0%, 0.5, x, -6%, x, u, x, x, x, i
Cc1ccc(C2Nc3cccc4cccc(c34)N2)s1
  1, 103%, 1.1, 9%, -16%, -13%, 2.6%, -10, -4, -44%, i
COc1cccc(/C=N/Nc2c(Cl)cncc2Cl)c1O
  x, 3%, 0.5, x, 11%, x, 3.0%, x, x, x, i
COc1ccc(S(=O)(=O)n2ccc(-c3ccc4c(c3)CCC(C)(C)O4)n2)cc1
  x, 4%, 0.2, x, -3%, x, 6.6%, x, x, x, i
Cc1ccc(SC2=C(Sc3ccc(C)cc3)C(=O)c3ccccc3C2=O)cc1
  x, -4%, 0.1, x, 5%, x, 15%, x, x, x, i
CN1CCN(CCCNC(=O)Nc2cccc3ccccc23)CC1
  1, -3%, 0.7, 9%, 4%, 8%, 0.3%, 0, -4, -6.0%, i
Cc1ccccc1N(CC(=O)NC(C)(C)C)C(=O)CCC(=O)Nc1nccs1
  x, 7%, 0.7, x, 2%, x, 0.4%, x, x, x, i
Cc1cc(/C=C(\C#N)C(=O)NCc2cccs2)c(C)n1-c1ccc([N+](=O)[O-])cc1
  1.1, 3%, 13, -4%, 3%, -4%, 2.2%, 0, -4, -4.1%, i
COc1ccccc1NC(=O)CSc1nnc(-c2ccco2)n1N
  x, -3%, 4.9, x, -10%, x, 2.2%, x, x, x, i

Whole records from above:
Nc1nc(NCCc2ccccc2)nc(NCCO)c1[N+](=O)[O-] across the screens: TNAP activators = x; SIAH1 antagonists = 0%; Myeloid diff 2 GFP+ MAC1+ % = 0.5; human PMI inhibitors = x; Salmonella PhoP GFP = -6%; human PMI inhibition = x; RSV antiviral HEp-2 = u; WT yeast gro inh mutant strain = x; WT yeast gro inh = x; XIAP antagonists = x; Myeloid diff 2 = i
COC(=O)CSc1nn(-c2ccc(F)cc2)c(=S)s1 across the screens: TNAP activators = 1; SIAH1 antagonists = -5%; Myeloid diff 2 GFP+ MAC1+ % = 0.6; human PMI inhibitors = -1%; Salmonella PhoP GFP = 6%; human PMI inhibition = 0%; RSV antiviral HEp-2 = 0.3%; WT yeast gro inh mutant strain = -12; WT yeast gro inh = 2; XIAP antagonists = -4.9%; Myeloid diff 2 = i

(more compounds)
Screens in order: TNAP activators, SIAH1 antagonists, Myeloid diff 2 GFP+ MAC1+ %, human PMI inhibitors, Salmonella PhoP GFP, human PMI inhibition, RSV antiviral HEp-2, WT yeast gro inh mutant strain, WT yeast gro inh, XIAP antagonists, Myeloid diff 2
CC(C)c1nnc(SCC(=O)NC(C)(C)C)n1C
  1.1, -3%, 0.3, 1%, -10%, -1%, 1.7%, 8, 9, -8.2%, i
CC(C(=O)c1ccccc1)n1c(N2CCOCC2)nc2c1c(=O)n(C)c(=O)n2C (stereo not given)
  1, -1%, 0.4, -22%, 8%, -3%, 1.7%, -12, -7, -6.1%, i
COC(=O)C1=C(C)Nc2c(c(=O)n(C)c(=O)n2C)C1c1ccc(Cl)cc1 (stereo not given)
  1, -9%, 0.2, 5%, -8%, 9%, 1.4%, -42, -6, -4.4%, i
CCOC(=O)c1c(/N=C/c2cc(C)ccc2O)sc2c1CCN(C)C2
  1, 1%, 0.3, -6%, -5%, 4%, 0.4%, 12, 10, -3.3%, i
CCN1C(=O)CC(N2CCC(C(=O)N3CCCCCC3)CC2)C1=O (stereo not given)
  1, 23%, 1.0, 24%, -12%, 7%, 3.0%, -6, 1, -10%, i
CC(=O)N1CCN(Cc2nc3cc(NC(=O)NC4CCCCC4)ccc3n2C)CC1
  1.1, 0%, 0.5, 18%, -1%, 7%, -1.6%, 11, 17, -1.6%, i
CC(=O)c1ccccc1Oc1nc(CN2CCOCC2)nc2scc(-c3cccs3)c12
  1.2, -5%, 0.3, -16%, -3%, -15%, 1.3%, -3, -2, -2.2%, i
COC(=O)c1ccccc1NC(=O)Cn1nnc(-c2ccc3c(c2)OCO3)n1
  x, -2%, 0.9, x, -6%, x, 3.5%, x, x, x, i
N#Cc1c(NC(NC(=O)c2ccco2)C(=O)c2ccccc2)sc2c1CCCC2 (stereo not given)
  1.2, 17%, 1.4, 7%, 0%, 21%, u, 31*, 62*, -4.1%, i
COc1ccc(Cc2nc(C(=O)Nc3ccc(F)cc3)cs2)cc1
  1.2, 4%, 0.1, 12%, 8%, 12%, 1.3%, 26, 8, -9.0%, i
CN(Cc1c(F)cccc1Cl)C(=O)c1cc2ccccc2o1
  1, 0%, 0.4, 1%, 12%, -1%, 17%, 10, 18, -12%, i
CCOC(=O)NC(=S)Nc1c(C)n(C)n(-c2ccccc2)c1=O
  1.1, 3%, 0.9, 4%, -3%, 5%, 1.9%, 2, 2, -1.3%, i
COc1ccc(CCNC(=O)CSc2ccc3nnc(CCNC(=O)c4ccccc4)n3n2)cc1OC
  x, 0%, 2.3, x, -6%, x, 0.6%, x, x, x, i
O=C(NCc1ccncc1)/C(=C\c1ccc(F)cc1)NC(=O)c1ccccc1
  1.1, 4%, 0.1, 3%, -10%, -9%, -0.1%, 6, -17, -2.5%, i
